# Screens (PubChem BioAssay)
# phage Ecoli inh: growth loss of phage-infected E. coli, primary screen, RecBCD inhibitor project, absorbance, with phage, HTS; inhibition, % at 11.9 µM; hit rate 0.26% among 360,000; AID 651602, 2012; in the data active = inhibition above about 11%
# HTR5A ag ctr: HTR5A agonists in luminescence cell assay, primary screen, counter-screen for OPRM1-OPRD1 heterodimer agonist project, full-deck HTS; cell-based; activation, % at 9.3 µM; hit rate 0.61% among 340,000; in the data active = activation mostly above about 9.5%, no sharp cut-off; inactive = mostly below about 7.6%;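 also: 0% = cells with vehicle only and 100% = reference agonist; strong numbers were not always called active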
# E coli growth: E. coli V3065 growth inhibition, primary screen, counter-screen for AddAB inhibitor project, absorbance, OD600. 18 h. inhibition, % at 11.9 µM. hit rate 0.27% among 330,000. AID 449728, 2010;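 active = inhibition above the campaign's mean inhibition across all tested compounds plus 3 SD, cut at about 9.9% in these data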;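 also: uninfected addAB+ strain grown without phage in ampicillin broth; 0% = DMSO wells and 100% = ciprofloxacin 0.95 µg/ml wells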
# Mot1-301 SUMO: yeast Mot1-301 growth rescue at high temperature, primary screen, SUMOylation pathway inhibitor project, S. cerevisiae, ATP luminescence, 38.5C; growth rescue, % at 18.8 µM; S. cerevisiae Mot1-301 growth rescue; percent above DMSO median, 100 means doubled; hit rate 1% among 320,000;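 active = every valid replicate shows activation above 250% relative to neutral control wells; inactive = the rest, any valid replicate at or below 250%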;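 also: OY570 slx delta 5 strain wells were the positive control but not used for scaling; some compounds called inactive have numbers as strong as hits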
# PfHsp90 set2: growth inhibition of PfHsp90-expressing yeast, primary screen, antimalarial PfHsp90 inhibitor project, S. cerevisiae, BacTiter-Glo luminescence, single point, set 2; AID 504621, 2011; inhibition, % at 9.4 µM; hit rate 0.32% among 310,000; BacTiter-Glo ATP, 48 h; yeast lacking PDR1 and PDR3 efflux regulators;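 active = every replicate shows inhibition above about 80%, whatever the replicate mean, limit read from the data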;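 also: 0% = DMSO neutral controls and 100% = 20 µM radicicol positive controls; yeast relying on Plasmodium falciparum Hsp90 in place of its own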
# PKA-R1A act: activators of PKA-R1A holoenzyme, primary screen, biochemical, fluorescence polarization, Cy5-IP20, bovine R1A, mouse PKAc; cAMP-dependent protein kinase type I-alpha regulatory subunit (Bos taurus) + …; hit rate 0.083% among 340,000; activation, % at 11.4 µM; PKA-R1A dissociation; scaled: DMSO 0%, 113 µM cGMP 100%;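 active = percent activation above the mean of all tested compounds plus 3 SD, cut at about 19% in these data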;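 also: higher means more PKAc released from R1A so a rise in polarization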
# HTR5A inv ctr: HTR5A inverse agonists in luminescence cell assay, primary screen, counter-screen for OPRM1-OPRD1 heterodimer inverse agonist project, full-deck HTS; 5-hydroxytryptamine receptor 5A (Homo sapiens), P47898; HTR5A cell line, inverse agonism; inhibition, % at 9.3 µM; hit rate 0.083% among 340,000; AID 504634, 2011; in the data active = inhibition mostly above about 23%, no sharp cut-off; inactive = mostly below about 18%;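 also: 0% = cells with DMSO and 100% = no-cell wells with DMSO; some compounds called inactive have numbers as strong as hits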
# AddAB inh: growth inhibition of E. coli expressing H. pylori AddAB, primary screen, AddAB inhibitor project, absorbance; inhibition, % at 11.9 µM; hit rate 0.29% among 330,000; AID 435030, 2010; in the data active = inhibition above about 12%;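 also: 0% = vehicle wells of infected cells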
# Pemphigus Ab inh: inhibitors of pemphigus antibody binding to DSG3, primary screen, biochemical, bead-based, flow cytometry, scFv-GFP; Desmoglein-3 (Homo sapiens), P32926; DSG3-coupled beads, scFv-anti-DSG3-GFP binding; stronger effect = lower value; binding (percent of control), % at 10 µM; hit rate 0.48% among 310,000; AID 588358, 2011;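 active = binding more than 3 SD below its plate's average and above zero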; also: some compounds called inactive have numbers as strong as hits
# MOR-DOR ag: agonists of OPRM1-OPRD1 heterodimerization, primary screen, cell-based, luminescence. Mu-type opioid receptor (Homo sapiens) + Delta-type opioid receptor (Homo sapiens), …. cells. activation, % at 9.3 µM. hit rate 0.3% among 340,000. AID 504326, 2011; in the data active = activation above about 18%;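 also: 0% = vehicle-treated cells and 100% = reference agonist; values of inactives mirror those of a sister screen read the other way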
# Target sequence (P35372 whole entry, looked up): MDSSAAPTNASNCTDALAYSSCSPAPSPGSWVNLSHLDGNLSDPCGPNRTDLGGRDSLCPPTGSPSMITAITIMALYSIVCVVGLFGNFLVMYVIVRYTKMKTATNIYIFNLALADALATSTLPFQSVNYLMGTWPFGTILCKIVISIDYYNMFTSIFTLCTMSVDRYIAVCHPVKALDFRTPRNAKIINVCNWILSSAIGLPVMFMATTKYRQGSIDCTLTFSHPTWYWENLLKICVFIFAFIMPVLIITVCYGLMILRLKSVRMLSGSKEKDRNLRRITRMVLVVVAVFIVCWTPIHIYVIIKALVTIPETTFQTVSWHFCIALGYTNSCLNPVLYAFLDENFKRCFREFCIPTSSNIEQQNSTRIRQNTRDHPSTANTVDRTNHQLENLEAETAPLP
# Target sequence (P41143 whole entry, looked up): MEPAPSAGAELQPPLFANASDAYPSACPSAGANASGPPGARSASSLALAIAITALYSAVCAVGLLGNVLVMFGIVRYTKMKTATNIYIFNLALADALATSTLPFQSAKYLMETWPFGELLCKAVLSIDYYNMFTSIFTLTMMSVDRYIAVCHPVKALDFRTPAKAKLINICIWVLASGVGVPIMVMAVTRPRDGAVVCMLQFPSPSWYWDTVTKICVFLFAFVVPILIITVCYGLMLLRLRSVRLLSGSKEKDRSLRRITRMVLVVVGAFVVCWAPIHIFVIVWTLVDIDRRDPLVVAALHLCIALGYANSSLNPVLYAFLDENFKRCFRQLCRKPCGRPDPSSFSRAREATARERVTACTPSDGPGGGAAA
# OPRM1-OPRD1 inv: inverse agonists of MOR-DOR heterodimerization, primary screen, cell-based, luminescence; Mu-type opioid receptor (Homo sapiens) + Delta-type opioid receptor (Homo sapiens), …; cell-based MOR-DOR heterodimer luminescence, inverse agonism; inhibition, % at 9.3 µM; hit rate 0.21% among 340,000; AID 504357, 2011; in the data active = inhibition above about 22%, passing the limit was not always enough;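 also: 0% = cells with DMSO and 100% = wells without cells with DMSO; values of inactives mirror those of a sister screen read the other way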
# * = called active by the depositor; nt = no result given. Compounds as they come; about 3.2% have a hit in one of these screens.
SMILES,phage Ecoli inh,HTR5A ag ctr,E coli growth,Mot1-301 SUMO,PfHsp90 set2,PKA-R1A act,HTR5A inv ctr,AddAB inh,Pemphigus Ab inh,MOR-DOR ag,OPRM1-OPRD1 inv
CCC(C)(C(=O)NC1CCCC1)N(Cc1cccs1)C(=O)c1ccc2c(c1)OCO2 (configuration not stated),1.7,4.9,0.3,28.2,16.2,-4.6,-13.2,2.5,100.2,-2.2,13.5
COc1ccc(CCNC(=O)COc2ccc(S(=O)(=O)N3CCCC3)cc2)cc1,3.6,-1.3,-1.3,11.5,49.9,1.0,16.4,6.0,100.7,-2.5,13.0
Cc1nc2c3c(sc2c(=O)[nH]1)NC(=O)CC3c1ccccc1Cl (configuration not stated),0.8,-1.0,-1.5,-6.5,-13.4,-4.3,0.7,-1.8,89.3,-1.6,8.5
Cc1noc(C)c1C(=O)N1CCN(CCc2ccccc2)CC1,2.0,2.1,-3.6,8.0,-8.8,0.2,-16.3,-2.8,97.6,-0.8,4.4
Cc1cccc(CN2CCC(C(=O)Nc3ccc(-n4nc(C)cc4C)cc3)CC2)n1,4.0,2.5,1.2,-9.2,9.7,-10.8,9.0,-0.3,103.4,-0.8,5.8
N#CCSc1nccc(/C=C/c2ccccc2)n1,3.6,-1.6,0.7,7.8,-18.2,-16.9,4.6,-0.2,104.5,1.4,-7.2
Cc1coc(C)c1C(=O)CC1(O)C(=O)Nc2cc(Cl)cc(Cl)c21 (configuration not stated),2.5,-5.3,-0.2,-12.1,19.6,3.7,13.6,-1.9,100.1,-0.8,4.4
COc1ccc(NC(=O)O/N=C/c2c(C)nn(C(C)(C)C)c2C)cc1,0.4,5.3,-0.2,14.7,13.5,-3.7,7.8,3.1,nt,-3.6,17.5
O=C(Cc1ccccc1)NNC(=O)Nc1cccc(Cl)c1,1.1,0.6,-1.5,-7.0,1.9,-2.5,-13.6,1.2,64.4,-3.0,18.5
O=C(O)c1ccc(C=NNC(=O)c2cccc3ccccc23)cc1,5.0,-3.6,nt,nt,-45.9,1.3,14.0,nt,91.0,-3.2,13.9
CCN(C(=O)CCS(=O)(=O)c1cccc2nonc12)c1ccc(C)c(C)c1,2.2,-0.7,-1.3,-1.8,-109.6,-0.6,-6.8,2.3,nt,-1.9,12.3
CCN1C(=O)C2(SC(NC(C)=O)=NN2C(C)=O)c2cc(C)ccc21 (configuration not stated),1.1,7.9,-0.9,-3.8,10.2,2.7,-20.4,2.0,105.3,-1.1,6.1
CCOC(=O)c1c(C)oc2ccc(OCc3cc(C(=O)OC)oc3C)cc12,0.4,-2.9,-2.4,-6.3,4.5,-7.5,6.9,4.2,nt,-1.3,5.5
COc1ccc(C)cc1NC(=O)CSc1nc2scc(C)c2c(=O)[nH]1,-0.4,3.3,0.5,-9.9,-6.7,5.5,-20.6,2.6,94.1,-1.7,8.6
O=C(CN1C(=O)c2ccccc2C1=O)NCC(=O)Nc1ccccc1,2.4,1.5,nt,nt,-20.0,8.3,-5.9,nt,100.6,-2.9,14.8
[O-][n+]1c2cc(C(F)(F)F)ccc2c2n1CCN=C2c1ccc(Cl)cc1,2.0,-0.1,0.3,-21.8,-6.4,-2.0,0.3,1.3,108.0,-0.8,4.5
COc1cc(NC(=O)c2cc(OC)c(OC)c(OC)c2)c(OC)cc1NC(=O)CN1CCCCC1,4.9,4.5,-1.6,10.2,-22.9,0.8,-16.2,0.7,105.5,-2.2,12.1
CCN(c1ccccc1)S(=O)(=O)c1ccc2c(c1)CCCN2C(C)=O,2.2,10.8*,1.1,178.1,16.2,-6.4,15.4,2.5,104.9,-1.1,5.5
Cc1nc(C)c(C(=O)N/N=C/c2cc(Br)ccc2O)s1,-3.0,4.7,-2.1,-11.2,-17.9,8.6,-9.6,-3.1,90.2,4.8,-24.3
COc1cccc(N(C(=O)CNC(=O)c2ccco2)C(C(=O)NC2CCCCC2)c2ccncc2)c1 (configuration not stated),2.9,-4.5,-1.8,1.4,4.3,-1.6,15.7,1.4,94.7,-1.6,8.9
CCOc1ccccc1NC(=O)Nc1cccc(NC(C)=O)c1,3.4,3.5,-0.9,-5.3,-46.7,1.4,18.4,-1.3,97.5,-1.9,9.9
O=C(CSc1nnc2scc(-c3ccccc3)n12)Nc1nsc(-c2ccc(Cl)cc2)n1,2.6,-1.2,-0.1,-3.4,5.4,-8.0,-9.3,1.1,100.7,0.8,-5.0
O=C(N/N=C/c1cn(-c2ccccc2)nc1-c1ccc2c(c1)OCCO2)c1ccncc1,4.5,2.5,0.7,-0.3,-7.5,-5.2,-7.1,-0.2,88.5,10.6,-55.6
C/C(CCc1ccccc1)=N\NC(=O)COc1ccccc1C,4.4,0.7,1.0,-3.3,-8.0,4.8,-1.8,4.2,98.9,-0.5,2.8
Cn1c(C(=O)c2ccccc2)nc2ccccc21,1.9,0.4,-0.8,-12.5,-36.9,1.5,-1.4,-1.2,106.3,1.1,-5.0
COc1cccc(N2CC(=O)N(NC(=O)CSc3nc(C)cc(C)c3C#N)CC2=O)c1,2.0,3.4,0.6,-21.6,-13.2,0.2,13.8,1.3,100.8,-4.0,21.1
CCC(Oc1ccccc1)C(=O)Nc1ccc(C)c(S(=O)(=O)N2CCOCC2)c1 (configuration not stated),2.0,-5.6,-2.2,-12.3,nt,-8.5,13.6,-0.8,109.3,-1.2,6.4
CC(=O)Nc1ccc(SCc2c(C)noc2C)cc1,1.1,6.1,0.9,1.3,-15.3,7.7,-22.5,-0.6,106.1,-0.8,4.0
O=C(Nc1ccccc1N1CCCCC1)c1ccc(OC(F)F)cc1,3.4,3.9,2.5,-18.8,15.6,-9.1,-10.4,4.4,104.7,4.9,-26.0
Cn1c(=O)n(C)c2cc(C(=O)O)ccc21,3.2,-0.2,-1.9,17.8,-10.0,10.8,12.7,2.1,108.0,0.1,-0.3
CCN(CC(=O)Nc1cccc(OC)c1)CC(=O)Nc1ccc(Br)c(C)c1,0.7,7.8,1.6,72.1,19.7,-5.0,-28.9,0.2,106.7,3.9,-18.8
CS(=O)(=O)N(Cc1nc(-c2ccc(F)cc2)no1)c1ccccc1Cl,0.4,0.9,-0.3,22.0,8.1,-12.6,12.6,2.7,102.8,2.8,-15.5
Cc1ccc(C)c(NC(=O)CCn2cnnn2)c1,4.7,-5.8,-1.2,5.8,-1.1,-8.4,8.4,0.8,105.2,-2.2,10.1
O=C(NNC(=O)c1cccs1)c1cccnc1,2.0,6.7,1.7,17.2,23.4,3.1,-5.8,-0.8,106.9,3.0,-20.7
C[C@@H]1CN([C@@H](C)CO)C(=O)c2cc(NS(C)(=O)=O)ccc2O[C@H]1CN(C)Cc1ccc(Oc2ccccc2)cc1,0.6,-1.3,-0.6,-28.9,-1.6,10.1,10.0,4.6,105.2,-0.7,4.2
Cn1c2c(c(=O)n(C)c1=O)C(c1ccc(Br)cc1)Nc1ccccc1O2 (configuration not stated),2.8,4.9,-0.4,-23.4,-3.8,5.7,23.3,1.0,97.0,-1.5,8.0
COc1ccc(C2CCCN2C(=S)Nc2ccc(C)cc2C)cc1OC (configuration not stated),-0.9,1.2,1.6,149.9,4.1,-7.1,2.1,1.0,91.9,0.2,-1.1
CCOC(=O)c1cc2c(C)[nH]c(C)c2cc(C(=O)OCC)c1=O,2.8,nt,-2.6,7.4,-21.8,nt,nt,2.1,100.0,nt,nt
Cc1nn(Cc2ccccc2Cl)c2sc(C(=O)NCc3ccc4c(c3)OCO4)cc12,0.3,-4.4,1.9,-2.2,7.7,0.1,9.5,-1.6,100.6,-1.4,8.5
CC(C)c1ccc(S(=O)(=O)N2CCN(C(=O)c3ccc(N4CCCC4)c([N+](=O)[O-])c3)CC2)cc1,3.2,0.2,2.1,-12.2,-1.5,-6.9,-0.6,-2.0,97.9,-3.8,19.3
COc1ccccc1-c1coc2c(CN3CCN(CCO)CC3)c(O)ccc2c1=O,0.5,0.0,-1.1,-1.6,4.4,-4.0,-20.9,4.1,110.8,-0.5,2.9
CC(C)C1N(C(=O)N2CCOCC2)CCN1S(=O)(=O)c1ccccc1 (configuration not stated),1.2,4.4,-2.8,12.1,18.2,-0.1,-13.1,0.6,111.8,0.8,-6.1
Cc1cc(C)cc(N(C(=O)CNC(=O)c2ccco2)C(C(=O)NC2CCCCC2)c2cccnc2)c1 (configuration not stated),-0.9,2.7,0.3,190.7,1.6,-2.7,0.4,1.2,nt,-1.5,10.8
Cc1cc(CNC(=O)c2cccc3c2C(=O)c2ccc(-c4ccc(F)cc4OCc4ccccc4)cc2S3(=O)=O)c(C(F)(F)F)o1,1.1,-3.8,0.1,-3.1,-8.5,-2.5,-4.8,2.8,90.1,-2.9,15.9
CCOC(=O)c1c(NC(=O)CN2CCN(C)CC2)sc(C(=O)Nc2ccccc2)c1C,1.9,-2.3,-2.5,-12.4,7.6,8.1,-3.9,1.6,94.3,-0.6,2.9
O=C(Nc1ccc(Oc2ccsc2C(=O)O)cc1)c1ccccc1,0.4,2.8,1.2,120.6,9.8,-0.3,-10.5,0.7,95.8,-2.1,9.2
COc1ccc(NC(=O)COC(=O)c2ccc(S(=O)(=O)N(C)c3ccccc3OC)cc2)cc1,2.7,-1.2,nt,nt,nt,6.0,-10.1,nt,104.3,3.4,-13.4
Cc1onc(-c2ccccc2)c1C(=O)NCc1ccccc1F,2.5,9.4,-1.6,195.2,6.9,-1.8,-26.6,2.6,nt,-1.1,7.4
COc1ccc(CCN=C2SCC(=O)N2Cc2ccccc2)cc1OC,2.1,-11.1,-5.4,2.9,-0.9,3.4,-7.3,1.5,99.0,-1.7,8.2
C#CCn1c(=NC(=O)CN2C(=O)CCC2=O)sc2cc(S(N)(=O)=O)ccc21,2.8,-0.6,-0.1,-7.1,-0.8,-11.5,1.5,0.8,103.4,-2.1,12.6
C/C=C/c1ccc(OCC(=O)OCc2csc(Nc3ccc(C)cc3)n2)c(OC)c1,2.3,3.4,-1.9,-5.5,-79.0,0.0,-3.1,-0.4,103.7,2.6,-17.4

# Single records, from the list above. Order of values: phage Ecoli inh | HTR5A ag ctr | E coli growth | Mot1-301 SUMO | PfHsp90 set2 | PKA-R1A act | HTR5A inv ctr | AddAB inh | Pemphigus Ab inh | MOR-DOR ag | OPRM1-OPRD1 inv
# Cc1cccc(CN2CCC(C(=O)Nc3ccc(-n4nc(C)cc4C)cc3)CC2)n1 is listed with 4.0 | 2.5 | 1.2 | -9.2 | 9.7 | -10.8 | 9.0 | -0.3 | 103.4 | -0.8 | 5.8
# N#CCSc1nccc(/C=C/c2ccccc2)n1 is listed with 3.6 | -1.6 | 0.7 | 7.8 | -18.2 | -16.9 | 4.6 | -0.2 | 104.5 | 1.4 | -7.2
